High-throughput results from PubChem.
GLD-1 TGE inh – GLD-1/TGE RNA complex disruptors, primary screen, biochemical, fluorescence polarization; purified GLD-1 + fluorescein TGE RNA; Female germline-specific tumor suppressor gld-1 (Caenorhabditis elegans), Q17339; AID 2280, 2010; 320,000 compounds, 0.44% hits; inhibition, % at 5.96 µM;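 active means percent inhibition above a per-plate cutoff, the plate mean of test compounds plus 3 SD, cut at about 30% in these data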;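 further: 0% = DMSO wells with GLD-1 and probe and 100% = wells lacking GLD-1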
Target sequence (Q17339 whole entry, looked up): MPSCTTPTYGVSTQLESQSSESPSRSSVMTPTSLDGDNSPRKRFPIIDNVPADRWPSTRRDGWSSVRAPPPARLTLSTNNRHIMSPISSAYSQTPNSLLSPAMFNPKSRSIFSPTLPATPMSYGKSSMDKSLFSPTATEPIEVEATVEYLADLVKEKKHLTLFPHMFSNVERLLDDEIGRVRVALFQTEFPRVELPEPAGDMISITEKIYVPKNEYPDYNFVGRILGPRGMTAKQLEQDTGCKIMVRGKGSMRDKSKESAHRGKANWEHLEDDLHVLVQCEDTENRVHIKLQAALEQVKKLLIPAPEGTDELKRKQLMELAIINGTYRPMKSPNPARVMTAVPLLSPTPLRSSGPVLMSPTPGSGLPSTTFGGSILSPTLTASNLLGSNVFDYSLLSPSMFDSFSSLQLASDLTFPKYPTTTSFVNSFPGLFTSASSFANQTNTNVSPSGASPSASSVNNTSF
CR mimetic SO – reduction of superoxide in aged yeast, primary screen, HTS; superoxide response (% of plate mean), % at 10 µM; 330,000 compounds, 0.18% hits; S. cerevisiae aged cells, superoxide DHE fluorescence; hits give low values; AID 2690, 2010;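 active means superoxide response under a set limit, about three screen SD below normal, cut at about 65% in these data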;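 further: yeast aged for seven days with compound at 30 °C before DHE staining; 100% = average MFI of all compound-treated wells on the plate with controls excluded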
MEX-5 binding – MEX-5 zinc finger RNA-binding disruptors – biochemical, C. elegans, fluorescence polarization, MLPCN library, primary screen. Zinc finger protein mex-5 (Caenorhabditis elegans), Q9XUB2. 300,000 compounds, 0.38% hits. activity score (negative = inhibition of binding), % at 10 µM. MEX-5/FITC-TCR2 RNA binding; hits give low values;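 active means inhibition past about -25% in most replicates, and total fluorescence under double the plate's negative control median, limit read from the data; inconclusive means replicates evenly split on the limit, or fluorescence at least double controls; inactive means too little inhibition in most replicates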;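 further: 0% = DMSO and -100% = 5 µM competing unlabeled TCR2 RNA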
EBNA-1 inh – EBNA-1 DNA-binding inhibitors, primary screen, biochemical, fluorescence polarization; inhibition, % at 14.8 µM; 300,000 compounds, 0.34% hits; AID 1950, 2009; in the data active means inhibition above about 28%
Efflux pump inh – inhibitors of Candida efflux pumps in yeast, primary screen, S. cerevisiae, Nile Red, multiplex. S. cerevisiae Candida pump triplex. inhibition, % at 10 µM. 330,000 compounds, 0.44% hits. AID 485275, 2010;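 active means plate passing quality check with inhibition over a set limit, or well fluorescence over plate mean plus 4 SD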;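 further: Nile Red retained in pooled yeast measured as flow cytometry median fluorescence; 0% = buffer negative control and 100% = Enniatin B positive control; higher means more Nile Red kept so more efflux inhibition; some compounds called inactive have numbers as strong as hits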
Fam108B counter – mouse Fam108B serine hydrolase inhibitors, primary screen, counter-screen for RBBP9 inhibitor project, biochemical, fluorescence polarization; recombinant Fam108B, FP-Rh probe fluorescence polarization; inhibition, % at 9.51 µM; 300,000 compounds, 0.33% hits;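 active means inhibition above the screen mean inhibition plus 3 SD, computed separately per campaign, cut at about 18% in these data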;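 further: inhibitors lower polarization as less probe binds the enzyme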
ZTA DNA inh – ZTA (EBV) inhibition in EBNA-1 counter-screen | P03206 | ZTA-DNA binding, fluorescence polarization | inhibition, % at 11 µM | 320,000 compounds, 0.15% hits | AID 2234; in the data active means inhibition above about 33%
Target sequence (P03206 whole entry, looked up): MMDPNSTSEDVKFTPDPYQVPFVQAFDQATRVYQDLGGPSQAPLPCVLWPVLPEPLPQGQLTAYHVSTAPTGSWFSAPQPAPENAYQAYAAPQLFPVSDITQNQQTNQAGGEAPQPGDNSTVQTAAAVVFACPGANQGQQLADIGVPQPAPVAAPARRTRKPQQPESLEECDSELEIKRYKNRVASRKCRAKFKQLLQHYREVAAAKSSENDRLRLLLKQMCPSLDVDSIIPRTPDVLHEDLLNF
Bcl-xL primary – inhibitors of human Bcl-xL, primary screen, biochemical, fluorescence polarization, HTS; inhibition, % at 10.9 µM; GST-Bcl-xL / FITC-Bim BH3 peptide fluorescence polarization; 320,000 compounds, 0.7% hits;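 active means inhibition above the mean of all tested compounds plus 3 SD, cutoff set per campaign, cut at about 30% in these data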;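 further: 0% = DMSO wells and 100% = unlabeled Bim-BH3 peptide competitor; inhibitors lower millipolarization by displacing the labeled peptide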
Target sequence (Q07817 whole entry, looked up): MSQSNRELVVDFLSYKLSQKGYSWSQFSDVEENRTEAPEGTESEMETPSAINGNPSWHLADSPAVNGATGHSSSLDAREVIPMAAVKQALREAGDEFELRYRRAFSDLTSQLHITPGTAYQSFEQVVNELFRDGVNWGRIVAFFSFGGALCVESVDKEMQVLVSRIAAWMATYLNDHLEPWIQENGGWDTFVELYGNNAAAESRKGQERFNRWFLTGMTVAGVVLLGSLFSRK
MCL1-BIM inh – inhibitors of MCL1 binding to BIM-BH3, primary screen, biochemical, fluorescence polarization. Induced myeloid leukemia cell differentiation protein Mcl-1 (Homo sapiens), Q07820. GST-MCL1 / FITC-Bim-BH3 fluorescence polarization. inhibition, % at 10.9 µM. 320,000 compounds, 0.68% hits;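 active means inhibition above the mean inhibition of all tested compounds plus 3 SD, set per campaign, cut at about 40% in these data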;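 further: 0% = DMSO wells and 100% = unlabeled Bim-BH3 peptide control; higher means more loss of mP so more displacement of Bim peptide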
Numbers without * were called inactive; ? = inconclusive; . = not tested or not shown.

SMILES | GLD-1 TGE inh | CR mimetic SO | MEX-5 binding | EBNA-1 inh | Efflux pump inh | Fam108B counter | ZTA DNA inh | Bcl-xL primary | MCL1-BIM inh
Cc1ccc(S(=O)(=O)Nc2cccnc2Oc2ccc(Cl)cc2)cc1 | 3 | 96 | -2.2 | 12 | 0.0 | 1 | -4 | 0 | 2
Cc1cccc(NC(=O)c2cc(NC(=O)c3ccco3)ccc2Cl)n1 | -1 | 104 | . | -3 | -0.2 | -5 | 19 | 2 | 4
CCc1ccc(-c2nc(CS(=O)CC(=O)O)c(C)o2)cc1 (stereo not given) | 3 | 97 | -0.9 | 1 | 0.0 | 0 | 24 | 3 | 12
CC(C)NC(=S)NC(=O)/C=C/c1ccc(F)cc1 | 0 | 82 | 1.9 | 11 | -0.1 | -8 | -6 | 5 | 8
CCCCN(CC)CCNC(=O)c1cn(C)c(=O)c2c1c1ccccc1n2C | -4 | 98 | 0.2 | -8 | 0.1 | -3 | 6 | 1 | 5
O=c1[nH]c(C2CCN(S(=O)(=O)c3ccc4c(c3)OCCO4)CC2)nc2c1nnn2Cc1ccc(F)cc1 | -6 | 105 | -1.3 | 3 | 1.8 | -11 | 6 | 3 | 1
CN(C)/C(CN1CCN(C=O)CC1)=C1\N=C(c2ccccc2)OC1=O | -3 | 122 | 1.0 | -21 | 0.5* | -6 | -10 | -16 | -21
COc1ccc(CCC(=O)Nc2c(C)n(C)n(-c3ccccc3)c2=O)cc1 | 6 | 98 | -0.9 | 7 | -0.2 | 0 | 16 | -2 | -1
O=C1CNC(=S)N1CCCn1ccnc1 | 0 | 102 | 3.0 | -1 | 0.0 | 4 | 2 | -10 | -1
COc1cc(Br)c(C2C(C#N)=C(N)Oc3n[nH]c(-c4cccnc4)c32)cc1OC (stereo not given) | 0 | 87 | -0.6 | -1 | 0.1 | 5 | 6 | 1 | -7
COCCn1c(SCC(=O)Nc2cc(Cl)ccc2OC)nc2c(c1=O)SC(C)C2 (stereo not given) | 3 | 102 | 1.9 | -3 | 0.4 | 3 | 2 | 1 | -1
CC(C)c1nnc(NC(=O)CCCC(=O)O)s1 | 5 | 106 | 1.0 | 5 | 0.1 | 0 | -10 | 8 | -4
O=C(COC(=O)c1ccccc1SCC(=O)N1CCCC1)NC1CCS(=O)(=O)C1 (stereo not given) | -4 | 119 | -0.6 | -9 | 0.1 | 2 | 9 | 7 | 4
Cc1cc(C)cc(NC(=O)Cn2nnc3ccccc3c2=O)c1 | 5 | 96 | 0.5 | -2 | -0.3 | 3 | -4 | -1 | 1
CCN(CC)S(=O)(=O)c1cc(C(=O)Nc2cccnc2Cl)ccc1Cl | -3 | 98 | -0.3 | -4 | 0.1 | 6 | 4 | 3 | -3
CCN(CC)CCCN1C=C2C(=O)C(C)(OC(=O)CCc3ccccc3)C(=O)C=C2C=C1c1ccc(C#N)cc1 (stereo not given) | 4 | 107 | -2.8 | 13 | -0.2 | 4 | -4 | 20 | 13
CCCCSc1nc(C(=O)O)cc(=O)[nH]1 | 3 | 106 | -0.8 | 7 | -0.1 | 0 | 14 | 11 | 9
CCOC(=O)N1CCN(CC(O)COc2cc(C)cc(C)c2)CC1 (stereo not given) | 6 | 97 | 0.5 | 3 | 0.0 | -5 | -2 | 4 | 9
COCc1c(C(=O)OC/C(O)=C(\C#N)c2nc3ccccc3[nH]2)oc2ccccc12 | -7 | 118 | -1.8 | 24 | 0.1 | 5 | 18 | 0 | -3
N=c1c(S(=O)(=O)c2ccc(Cl)cc2)cc2c(=O)n3ccccc3nc2n1Cc1cccnc1 | -7 | 99 | ? | 5 | -0.1 | 0 | 1 | -1 | -7
CNC(=O)c1cc(C(=O)c2ccc(C(F)(F)F)cc2)c[nH]1 | 1 | 105 | 2.4 | -9 | 0.0 | 3 | 4 | 3 | 5
Cc1ccc(-n2c(C)cc(/C=C3/SC(=O)N(CC(=O)N4CCOCC4)C3=O)c2C)nc1 | 0 | 104 | -1.2 | 4 | -0.1 | 0 | 3 | -1 | 5
Cc1cc(C(=O)N2CCCC(N3CCN(c4ccccc4C)CC3)C2)nc(C)n1 (stereo not given) | 8 | 101 | 3.7 | 6 | 0.0 | 1 | -14 | -2 | -5
CCN1CCN(S(=O)(=O)c2ccc(S(=O)(=O)N(CC)Cc3ccccc3)cc2)CC1 | -1 | 84 | -1.2 | 15 | 0.0 | -2 | -14 | 6 | 5
CC(C)NC(=O)c1ccc(COc2cc(Cl)ccc2Cl)o1 | 5 | 96 | -2.1 | -1 | -1.7 | -5 | 2 | 5 | 2

Additional entries:
SMILES | GLD-1 TGE inh | CR mimetic SO | MEX-5 binding | EBNA-1 inh | Efflux pump inh | Fam108B counter | ZTA DNA inh | Bcl-xL primary | MCL1-BIM inh
O=C(O)C1=NN(c2ccccc2)C(=O)C1 | -7 | 111 | -6.4 | -6 | 0.1 | 7 | -8 | 5 | 8
CCn1ncc(Br)c1C(=O)Nc1ccc(Cl)cn1 | 5 | 95 | 1.4 | 10 | -0.1 | 1 | 12 | 3 | -3
COC(=O)c1ccccc1-c1ccc(/C=N/NC(=O)c2cc3ccccc3o2)o1 | 10 | 89 | -0.8 | 4 | 0.3 | -3 | -5 | 5 | -1
CC1(C)Cc2c(sc3nc(C4CC4)n(N)c(=O)c23)CO1 | -2 | 98 | 0.3 | 8 | -0.1 | 0 | 6 | -5 | -13
Cc1ccc2oc(=O)c3cc(C(=O)NCCN4CCN(C)CC4)sc3c2c1 | 5 | 104 | 1.4 | 4 | 0.2 | 0 | -12 | 2 | 1
COc1ccc(C(=O)Nc2cc3c(cc2N2CCCCC2)n(C)c(=O)n3C)cc1OC | 1 | 141 | 2.5 | -4 | 0.1 | -4 | -2 | 2 | 4
Cc1ccc(S(=O)(=O)N2CCOCC2)cc1NC(=O)CSc1nnc(NC2CC2)s1 | -2 | 115 | . | . | -0.3 | . | -9 | 4 | -1
CC(C)[C@H](NC(=O)c1cc2cc(Cl)ccc2n1C)C(=O)N1CCC(C(=O)O)CC1 | -4 | 109 | -0.4 | -11 | -0.1 | 1 | -7 | 6 | 8
CCCCN(CC)CCCNC(=S)Nc1ccc2nc3n(c(=O)c2c1)CCCCC3 | 4 | 98 | -3.9 | -7 | 0.0 | 0 | -6 | 4 | 9
S=c1[nH]nc(C2CC2)n1Cc1ccccc1 | 0 | 90 | 0.7 | 7 | -0.1 | 5 | -21 | -7 | -13
CCSc1nnc(NC(=O)CN2C(=O)C3CC=CCC3C2=O)s1 (stereo not given) | 7 | 79 | 1.2 | 5 | 0.0 | -3 | -2 | 1 | -2
Cc1nc(COC(=O)c2c(C)nn(-c3ccccc3)c2C)cs1 | 6 | 98 | 1.0 | 2 | 0.0 | 4 | -14 | 4 | -6
CCCCOc1ccc(C(=O)NCC(=O)NC2CCN(Cc3ccccc3)CC2)cc1 | -2 | 87 | -1.7 | 10 | -0.1 | -1 | -12 | 3 | 3
COc1cccc(NC(=O)Cc2c(C(=O)O)[nH]c3ccccc23)c1 | -3 | 102 | -1.9 | -4 | 0.1 | -2 | 0 | 0 | -1
CC(=O)c1cccc(NC(=O)Nc2c(C)nn(C)c2C)c1 | 1 | 101 | 1.0 | 0 | 0.0 | 1 | -16 | 4 | 9
c1coc(Cn2nnnc2CN2CCN(C3CCCC3)CC2)c1 | 5 | 94 | -1.1 | 12 | 0.0 | -2 | 15 | 5 | 40*
CC1=C(C#N)C(Nc2ccc(C)cn2)(C(F)(F)F)C(=O)N1 (stereo not given) | -1 | 112 | -0.2 | 13 | 0.0 | -7 | 7 | 9 | 6
Cc1nc2sccn2c(=O)c1S(=O)(=O)Nc1ccc(N2CCN(C(=O)C(C)C)CC2)cc1 | 4 | 82 | -2.4 | -12 | -0.1 | 1 | 11 | 4 | 6
C/C(CC1CC(COCC(C)C)OC1=O)=N\Nc1nc(-c2ccccc2)cs1 (stereo not given) | 5 | 98 | -0.6 | 6 | 0.2 | 3 | -10 | 6 | 3
CCN(CC)S(=O)(=O)c1ccc(Cl)c(NC(=O)COC(=O)/C=C/c2ccc(O)c(OC)c2)c1 | 3 | 86 | 2.1 | 3 | -0.4 | 1 | -25 | 4 | 2
CCOc1ccccc1C(=O)OCC(=O)Nc1cc(S(=O)(=O)N2CCOCC2)ccc1C | 2 | 87 | . | . | 0.1 | . | 11 | -1 | 4
O=C(Nc1ccc(Oc2ccc(NC(=O)Nc3ccccc3Cl)cc2)cc1)Nc1ccccc1Cl | 2 | 100 | 2.4 | -9 | -2.0 | 58* | -8 | -6 | -7
CC(C)CCC(C)NC(=O)CN1C(=O)NC(C)(c2ccc3ccccc3c2)C1=O (stereo not given) | 4 | 72 | 2.8 | 11 | -2.6 | 1 | 3 | -4 | -13
COc1ccc(CCNC(=O)C2CCC(CNc3c(N4CCCC4)c(=O)c3=O)CC2)cc1OC (stereo not given) | -4 | 113 | 0.3 | 0 | -0.1 | 1 | -8 | 13 | 12
COc1ccc(C(NC(=O)/C=C/c2ccco2)c2ccc(OC)c(OC)c2)cc1OC | -1 | 97 | 1.1 | 1 | 0.0 | -5 | -19 | 4 | 5

(continued)
SMILES | GLD-1 TGE inh | CR mimetic SO | MEX-5 binding | EBNA-1 inh | Efflux pump inh | Fam108B counter | ZTA DNA inh | Bcl-xL primary | MCL1-BIM inh
COc1ccc(NC(=O)c2cc(F)c(F)cc2Cl)cc1Cl | 1 | 96 | -1.9 | -4 | 0.0 | -1 | 4 | -2 | -2
COc1ccc(N(C(=O)CNC(=O)c2cccs2)C(C(=O)NCC2CCCO2)c2ccc(OC)c(OC)c2)cc1 (stereo not given) | 12 | 107 | -0.6 | -2 | -0.1 | 2 | -15 | 1 | 4
Cc1ccc(CNC(=O)CC2Nc3c4ccccc4nc(=S)n3C2=O)cc1 (stereo not given) | 3 | 99 | 1.4 | 4 | 0.0 | 0 | 2 | 6 | 9
COc1ccccc1CNC(=O)C(NC(=O)Nc1ccccc1)C(C)C (stereo not given) | 5 | 103 | -0.4 | 0 | -0.2 | -2 | -1 | -4 | -16
CCOc1cccc2sc(N(CCCN(C)C)C(=O)c3ccc(S(=O)(=O)N(C)CC4CCCO4)cc3)nc12 (stereo not given) | -5 | 95 | 2.1 | -6 | 0.0 | 1 | -3 | 0 | -2
O=C(CN1CCOCC1)NCCNS(=O)(=O)c1ccccc1 | 8 | 95 | 4.2 | -7 | -0.1 | 5 | -18 | 3 | 6
N#CC1=C2SC=C(c3ccc(Br)cc3)N2CCCC1=O | 3 | 94 | 4.5 | -6 | 0.3 | -10 | -1 | 2 | 1
COC(=O)C1C(C(=O)OC)C1(c1ccccc1)c1ccccc1 (stereo not given) | -1 | 115 | -2.2 | -5 | 0.0 | 0 | -6 | 2 | -2
O=S(=O)(c1ccccc1)N1CCN=C1SCc1ccc(Cl)c(Cl)c1 | 1 | 95 | 1.0 | 11 | 0.1 | 0 | 1 | 5 | 5
CCOC(=O)N1CCN(C(=O)C2CCN(C(=O)c3ccc(C(C)(C)C)cc3)CC2)CC1 | -3 | 100 | -1.1 | 5 | 0.2 | 4 | -3 | -2 | -4
CCOc1cccc(OCCCCn2ccnc2)c1 | 8 | 94 | -0.8 | 6 | -0.1 | 5 | 7 | 9 | 7
CCOC(=O)c1c(C)[nH]c(C(=O)OCC(=O)N(C)C2CCS(=O)(=O)C2)c1C (stereo not given) | -2 | 126 | 1.8 | -7 | 0.1 | 2 | -12 | 1 | 0

The order is random. About 2.3% of those tested had a hit in this group.
